Compound activity (PubChem BioAssay)
Epigenetic reg = epigenetic control regulation, reporter derepression | murine LDR cells, GFP reporter derepression, 30 h | Potency, µM (highest dose often 53.9 µM), for inactives: at the highest dose GFP activation, most hits filed as activators | hit rate 0.2% among 280,000 | AID 1865; also: potency is read from the fitted curve at half-maximal effect; % of control where 0% means no effect; nearly all actives have a fitted effect of over 60% in size
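Reporter derepression read as number of fluorescent GFP-positive objects, 20-120 um in size, counted by laser-scanning cytometer. Mouse LDR line with an epigenetically silenced CMV-GFP locus; compound incubation 30 h, 37 C.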
Tau fibril FP = inhibitors of human tau fibril formation | P10636 | Potency, µM (top dose mostly 57.7 µM), for the others: at the top dose activity, negative = inhibition, most hits filed as inhibitors | hit rate 0.39% among 280,000 | AID 1468 | K18 P301L tau heparin fibrillization, Alexa594 FP, 6 h; also: potency is read from the fitted curve at half-maximal effect; % is scaled to controls: 0 for no effect and ±100 for the full control effect; nearly all actives have a fitted effect of over 55% in size
Target sequence (P10636 561-689 P618L limits assumed): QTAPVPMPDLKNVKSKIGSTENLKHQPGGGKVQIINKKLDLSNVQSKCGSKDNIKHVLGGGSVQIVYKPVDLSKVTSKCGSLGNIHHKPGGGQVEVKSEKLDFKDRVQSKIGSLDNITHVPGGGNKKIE
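Heparin (20 uM) drove fibril formation of recombinant tau K18 P301L, 15 uM unlabeled with 0.24 uM Alexa 594 label, for 6 hr at 37 C in 100 mM sodium acetate pH 7. Fluorescence polarization (555/632 nm) read 1 hr after 30 uM ThT.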
CBFb RUNX1 block = CBF-beta/RUNX1 interaction disruption. Potency, µM (series often up to 59.8 µM), for the others: at the top dose activity, negative = inhibition, actives largely listed as inhibitors. AID 1477. 230,000 tested, under 10 active. AlphaScreen CBFb-His/RUNX1-biotin binding, biochemical. Q01196+Q13951; also: % of control where 0% means no effect
Target sequence (Q01196 whole entry, looked up): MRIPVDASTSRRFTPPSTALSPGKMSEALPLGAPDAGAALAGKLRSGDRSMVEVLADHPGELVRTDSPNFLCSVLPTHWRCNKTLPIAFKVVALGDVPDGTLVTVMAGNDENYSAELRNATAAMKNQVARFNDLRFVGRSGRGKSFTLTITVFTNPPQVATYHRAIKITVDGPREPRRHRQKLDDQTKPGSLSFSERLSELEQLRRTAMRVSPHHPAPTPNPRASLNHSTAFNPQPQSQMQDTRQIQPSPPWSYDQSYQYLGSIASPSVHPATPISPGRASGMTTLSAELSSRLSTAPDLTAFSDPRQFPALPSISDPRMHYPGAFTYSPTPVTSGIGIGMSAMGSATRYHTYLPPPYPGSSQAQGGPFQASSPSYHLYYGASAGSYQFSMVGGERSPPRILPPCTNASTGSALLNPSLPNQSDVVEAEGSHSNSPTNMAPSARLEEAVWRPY
Target sequence (Q13951 whole entry, looked up): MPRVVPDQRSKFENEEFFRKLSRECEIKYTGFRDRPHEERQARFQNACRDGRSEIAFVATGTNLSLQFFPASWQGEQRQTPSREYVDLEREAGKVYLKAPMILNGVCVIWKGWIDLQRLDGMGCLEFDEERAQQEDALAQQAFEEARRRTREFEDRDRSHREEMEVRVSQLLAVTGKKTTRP
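Compounds were screened at multiple concentrations against a preformed CBF-beta(His)/RUNX1(biotin) complex (30 nM of each) for 15 min at room temperature, followed by 90 min with nickel and streptavidin beads and AlphaScreen reading.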
aGal spleen mod = alpha-galactosidase A (human) modulation; P06280; human spleen homogenate, 4MU-alpha-Gal fluorescence, 40 min; Potency, µM (series often up to 80 µM), without a hit: top-dose activity change, negative = inhibition, usual class: inhibitors; hit rate 0.008% among 240,000; AID 2107;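 also: potency is read from the fitted curve at half-maximal effect; 0% = enzyme with vehicle and -100% = no enzyme basal signal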
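Inhibition or activation of alpha-galactosidase in human spleen homogenate is scored by 4-MU fluorescence after 40 min at 37C, pH 5.0, with 1 mM substrate. AC50s come from concentration-response fitted to the Hill equation.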
NPSR antag = blocks cAMP signaling of the human neuropeptide S receptor. Q6W5P4. CHO-NPSR cells, cAMP TR-FRET, antagonist mode. Potency, µM (highest dose often 38.3 µM), for the others: at the highest dose activity change, negative = inhibition, hits mostly inhibitors. hit rate 1% among 220,000. AID 1461; also: potency is read from the fitted curve at half-maximal effect; % is scaled to controls: 0 for no effect and ±100 for the full control effect; nearly all actives have a fitted effect of over 50% in size; many of its hits are not listed in these tables
TRb-SRC2 inh = inhibitors of human thyroid hormone receptor beta-SRC2 interaction; P10828; TRbeta-SRC2 peptide binding, fluorescence polarization; receptor liganded with 1 µM T3; Potency, µM (highest dose often 106 µM), for inactives: at the top dose activity change, negative = inhibition, hits mostly inhibitors; hit rate 0.065% among 280,000; AID 1469;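 also: potency is read from the fitted curve at half-maximal effect; plate controls were bound peptide for no effect and peptide without receptor for full effect; nearly all actives have a fitted effect of over 50% in size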
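Assay buffer: 20 mM Tris-HCl, 100 mM NaCl, 10% glycerol, 1 mM EDTA, 0.01% NP-40, 1 mM DTT, 1 uM T3, 5% DMSO; TRb LBD 0.6 uM, Texas Red SRC2 20 nM; FP after 5 hr.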
TR SRC2 fluor cs = Texas Red fluorescence interference in TRb-SRC2 counter-screen. Potency, µM (titrated, usually from 106 µM), without a hit: at the highest dose fluorescence change, negative = quenching. TRb/SRC2 Texas Red total fluorescence interference. hit rate 0.29% among 280,000; active = well fitted curve in either direction with a large enough effect; inconclusive = small, poorly fitted or top-dose-only effect; also: potency is read from the fitted curve at half-maximal effect; % is scaled to controls: 0 for no effect and ±100 for the full control effect
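Flags fluorescent or light-absorbing compounds by total fluorescence, S + 2P, at 555 nm excitation and 632 nm emission. Mixture: 20 nM Texas Red SRC2 peptide, 0.6 uM human TRb LBD, 1 uM T3, 5% DMSO; compound exposure 5 h at ambient temperature.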
Tau fluor counter = counter-screen for tau fibril formation inhibitors; AID 1463; tau K18 P301L Alexa594 fluorescence, heparin fibrillization; Potency, µM (series often up to 57.7 µM), inactives show top-dose activity change, negative = decrease; hit rate 0.93% among 280,000; also: potency is read from the fitted curve at half-maximal effect; % is scaled to controls: 0 for no effect and ±100 for the full control effect; nearly all actives have a fitted effect of over 55% in size
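Human tau K18 P301L (15 uM unlabeled, 0.24 uM Alexa 594-labeled) in 100 mM sodium acetate pH 7 with 20 uM heparin, 6 hr at 37 C. ThT 30 uM added, 1 hr ambient; Alexa 594 FP and total fluorescence read at 555/632 nm.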
Starred values were filed as active, the others as inactive; ? = inconclusive; / = not tested or not shown; & = joins results of further samples; [ ] = dose if it differs, or a comment. Unless noted, calls follow the shape of the dose curve; as a rule, active = well fitted curve in the direction sought with a large enough effect; inconclusive = small, poorly fitted or top-dose-only effect, or another doubt; inactive = no such curve, though single readings can be large; an effect the other way counts as inactive or inconclusive. Some of the compounds tested (hit frequency here may not be typical).

SMILES	TR SRC2 fluor cs	CBFb RUNX1 block	aGal spleen mod	TRb-SRC2 inh	NPSR antag	Epigenetic reg	Tau fluor counter	Tau fibril FP
Cc1nc(SCC(=O)c2ccccc2)c([N+](=O)[O-])[nH]1	-2%	0%	-5%	0%	-20%[46.1 µM]	-1.1%	-11%	-1%
COc1cccc(C(=O)c2c[nH]c(C(=O)NCc3cccs3)c2)c1	-1%	3%	-4%	5%	0%[46.1 µM]	-0.9%	-3%	1%
CN1CCN(C(=O)CCc2nc3ccccc3n2-c2ccccc2)CC1	-1%	-3%	10%	-3%	14%	2.3%	-10%	-3%
COc1cccc(NC(=O)CN2C(=O)NC(C)(CC(C)C)C2=O)c1 (stereo not given)	1%	18%	-3%	-2%	7%	-3.7%	-15%	1%
COc1cccc(N2CCN(C(=O)c3cc4c(=O)n(Cc5cccnc5)ccc4nc3C)CC2)c1	-3%	/	/	9%	/	0.8%	3%	-4%
CN1/C(=C\C(=O)CSc2nncn2C)C(C)(C)c2ccccc21	0%	6%	-10%	-4%	2%[46.1 µM]	0.0%	-1%	-6%
Cc1ccccc1OC(=O)CSc1nnc(-c2ccc3c(c2)OCO3)o1	-1%	/	/	6%	/	-4.0%	3%	4%
COCCCn1c(=O)c2ccccc2c2ccccc2c1=O	1%	3%	-1%	1%	0%[46.1 µM]	?	-6%	-5%
CCCCNC(=O)C1=CC(c2ccc3c(c2)OCO3)=NS(=O)(=O)N1C	0%	/	/	-5%	/	-1.9%	0%	-6%
Cc1ccc(/C=N/N=C2/NC(=O)C(CC(=O)N3CCOCC3)S2)cc1 (stereo not given)	-2%	2%	1%	-13%	7%	-3.8%	7%	-2%
Cc1ccc(NS(=O)(=O)c2ccc(Br)s2)cc1S(=O)(=O)N1CCOCC1	-1%	-6%	9%	3%	-28%	-1.0%	-22%	-8%
O=C(Nc1cccc(C(F)(F)F)c1)c1cccnc1NCCc1ccccc1	0%	-1%	7%	4%	?	3.7%	?	14µM*
Cc1cccc2nc(CSc3nnc4ccccn34)cn12	-2%	6%	11%	-6%	-4%[46.1 µM]	-1.6%	2%	2%
CN(C)c1ccc(Nc2nc(N)c([N+](=O)[O-])c(N3CCOCC3)n2)cc1	-8%	?	-4%	3%	-23%	-0.9%	?	7%
COc1ccc(N2CCN(S(=O)(=O)c3c(C)nc4sc(C)cn4c3=O)CC2)cc1	-3%	/	/	-5%	/	-1.0%	-19%	3%
COc1ccc(-n2c(-c3ccc(Br)cc3)c[n+]3c2CCc2ccccc2-3)cc1	-1%	-15%	-18%	-4%	15%	16%	0%	-2%
Cc1c(C(=O)Nc2nc3ccccc3[nH]2)oc2ccccc12	-52%	7%	6%	-6%	-11%	0.0%	-19%	1%
O=C(O)C1C2C=CC(O2)C1C(=O)NCc1ccc(Cl)cc1 (stereo not given)	1%	8%	-2%	2%	0%[46.1 µM]	0.9%	1%	4%
Cc1cc(C)c2c3c(oc2n1)C(=O)N(c1cccc(Cl)c1)CC(=O)N3	-2%	2%	2%	-2%	-14%	2.1%	1%	0%
O=c1cc(N2CCc3ccccc32)[nH]c(=O)n1-c1ccc(Cl)cc1	-2%	-1%	6%	-2%	-3%	-3.4%	-20%	-17%
Cc1ccc(CNC(=O)C2CCCN(S(=O)(=O)c3cn(C)cn3)C2)cc1 (stereo not given)	-2%	/	/	-1%	/	-0.8%	3%	4%
CC(C)(C)c1ccc(OCCOc2ccc(C(C)(C)C)cc2NC=O)c(NC=O)c1	-2%	9%	-1%	9%	?	-0.8%	?	-14%
Cc1ccc(OCCSc2nc3ccccc3n2CCC(=O)O)cc1	0%	/	/	-5%	/	-0.2%	17%	10%
CC1=C(C(=O)OC(C)C)C(c2ccncc2)n2ncnc2N1 (stereo not given)	1%	5%	-16%	-23%	7%[46.1 µM]	-0.1%	-4%	-4%
CCOC(=O)c1ccc(NC(=O)CC2C(=O)N(c3ccc(F)cc3)C(=O)N2Cc2ccc(C)cc2)cc1 (stereo not given)	-1%	/	/	5%	/	1.7%	?	?
Cc1ccc(CN2CCN(Cc3cnn(-c4ccc(Cl)cc4)c3)CC2CCO)o1 (stereo not given)	-6%	-1%	13%	4%	-4%	-1.1%	-9%	5%
CC(=O)c1cc(C#N)c(NCc2ccccc2)nc1C	3%	-2%	-2%	6%	-6%	-1.4%	2%	12%
Cc1nn(Cc2ccccc2Cl)c(C)c1C(=O)Nc1nnc(C2CC2)s1	-5%	7%	11%	-8%	-22%[46.1 µM]	-1.2%	-11%	3%
S=c1[nH]nc(C2CCCCC2)n1/N=C/c1ccco1	1%	2%	-4%	0%	10%	-0.9%	2%	-4%
Cc1cc(NC(=O)c2cnn3c(C(F)(F)F)cc(-c4ccccc4)nc23)no1	-4%	-1%	7%	-1%	?	-0.8%	-26%	?
COc1ccc(Cl)cc1-n1nnc(-c2nc(-c3ccc4c(c3)OCO4)no2)c1C	-1%	/	/	-2%	/	-0.8%	-7%	-19%
O=C(O)Cc1cc2ccccc2nc1C(=O)O	-2%	8%[21.7 µM]	9%	5%	/	9.6%	-10%	2%
O=C(Cn1[nH]c(=O)c2ccccc2c1=O)OCC(=O)N(Cc1ccccc1)Cc1ccccc1	-1%	-9%	-5%	-5%	-8%[46.1 µM]	-0.8%	-13%	?
CC1(C)N=C(c2cccc(F)c2)C(=O)N1	-1%	-3%	0%	5%	9%[46.1 µM]	0.0%	-2%	4%
CCCCCCCCCCOCCC(=O)O	-1%&-1%	0%&-6%	9%&3%	1%&-4%	/	0.0%&-1.1%	-4%&-2%	-1%&-5%
Cc1cc(NC(=O)/C=C/c2ccccc2Cl)no1	1%	0%	-13%	4%	10%	0.0%	0%	-7%
Cc1cc(C(=O)N/N=C/c2ccc(OC(=O)c3ccccc3Br)cc2)n[nH]1	-3%	-1%	-9%	4%	3%	-1.8%	-6%	-7%
O=[N+]([O-])c1cccc2ccc(/C=C/c3ccc(C(F)(F)F)cc3)nc12	0%	-10%	2%	-19%	-30%	-1.0%	5%	-1%
CCCn1c(SCC(=O)c2ccc3c(c2)OCCO3)n[nH]c1=O	-2%	1%	5%	5%	-3%	-1.4%	-5%	0%
Cc1cccc(-n2cc(-c3ccccc3)c3c(NC(C)C)ncnc32)c1	1%	/	/	2%	/	5.7%	-15%	-3%
COc1cccc(-c2nc3ccccc3s2)c1O	-1%	16%	-7%	1%	1%	1.4%	9%	8%
CCC1=C2CC[C@H]3C(=O)NC(=O)[C@H]3[C@H]2[C@@]2(Cc3ccccc3)C(=NCC3CC3)OC(=O)N2C1=O	-3%	5%	-3%	-9%	/	6.0%	0%	0%
CC1CCCCN1CC(=O)Nc1sccc1C#N (stereo not given)	2%	1%	3%	0%	-3%[46.1 µM]	-2.3%	-14%	4%
CCOC(=O)Oc1c(OC)cc(C(=O)O[C@H]2C[C@H]3CN4CCc5c([nH]c6cc(OC)ccc56)[C@@H]4C[C@H]3[C@@H](C(=O)OC)[C@@H]2OC)cc1OC	1%[53 µM]	-21%[21.7 µM]	11%[29.1 µM]	-7%[53 µM]	/	3.8%[16.9 µM]	/	/
CC(=O)Nc1ccc(S(=O)(=O)N2CCCC2C(=O)O)cc1 (stereo not given)	-3%	3%	1%	0%	2%[46.1 µM]	-0.4%	9%	4%
Cc1c(CN(C)C(=O)c2cc(-c3ccccc3)nc3ccc(Br)cc23)cnn1C	-1%	/	/	5%	/	0.8%	-17%	-7%
COCCn1nc2cc(C(=O)NCC34CC5CC(CC(C5)C3)C4)ccc2c1OC	-2%	-3%	1%	-15%	-3%[46.1 µM]	-4.5%	0%	2%
CCc1ccc(NC(=O)/C(C#N)=C/c2cn(CC(=O)O)c3ccccc23)cc1	-1%	1%	5%	4%	0%	-0.1%	-3%	-1%
CCOc1ccc(-c2nnc(SCC(=O)Nc3ccccc3C(F)(F)F)o2)cc1	-1%	/	/	4%	/	-2.3%	12%	8%
O=C(Nc1cccc(C(=O)N2CCN(c3cccc(Cl)c3)CC2)c1)c1ccccc1	-6%	?	-6%	-8%	-35%	-1.5%	-28%	-17%

The list goes on.
SMILES	TR SRC2 fluor cs	CBFb RUNX1 block	aGal spleen mod	TRb-SRC2 inh	NPSR antag	Epigenetic reg	Tau fluor counter	Tau fibril FP
Cc1cc(C)n2c(SCc3nnc(-c4cccs4)o3)nnc2n1	-3%	0%	9%	-3%	6%	-8.7%	-1%	8%
Cc1nc(/C(N)=N/OC(=O)c2c(-c3ccccc3Cl)noc2C)cs1	-4%	10%	-3%	4%	-3%	0.0%	4%	0%
O=C(Cc1ccc(Nc2nc(=S)[nH]c3ccccc23)cc1)NC1CCCCC1	-2%	-13%	7%	6%	-27%	-2.8%	-14%	2%
CCc1nn2c(=O)cc(COC(=O)c3ccc(NC(=O)CCc4ccccc4)cc3)nc2s1	-1%	/	/	-9%	/	-1.9%	13%	4%
COc1ccc(-c2nc(N)ncc2Oc2ccccc2Br)c(O)c1	4%	-18%	-27%	-6%	?	14%	?	?
CCN1C(=O)c2cccc3c(S(=O)(=O)Nc4ncccc4C)ccc1c23	-2%	9%	10%	2%	-13%[46.1 µM]	-0.9%	-1%	-3%
